# Screens: PubChem, several laboratories
# GSK3B inh: blocks human GSK3beta kinase activity. AID 2097. 0.038% of 300,000 active. activity score (negative = inhibition), % at 10 µM. GST-GSK3beta kinase, ADP-Glo luminescence, 60 min; active compounds read low;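 active = more than half of replicate wells score below -50%, meaning over 50% inhibition versus plate controls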;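 note: 0% = median DMSO wells and -100% = median GW8510 positive control wells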
# Target sequence (P49841 whole entry, looked up): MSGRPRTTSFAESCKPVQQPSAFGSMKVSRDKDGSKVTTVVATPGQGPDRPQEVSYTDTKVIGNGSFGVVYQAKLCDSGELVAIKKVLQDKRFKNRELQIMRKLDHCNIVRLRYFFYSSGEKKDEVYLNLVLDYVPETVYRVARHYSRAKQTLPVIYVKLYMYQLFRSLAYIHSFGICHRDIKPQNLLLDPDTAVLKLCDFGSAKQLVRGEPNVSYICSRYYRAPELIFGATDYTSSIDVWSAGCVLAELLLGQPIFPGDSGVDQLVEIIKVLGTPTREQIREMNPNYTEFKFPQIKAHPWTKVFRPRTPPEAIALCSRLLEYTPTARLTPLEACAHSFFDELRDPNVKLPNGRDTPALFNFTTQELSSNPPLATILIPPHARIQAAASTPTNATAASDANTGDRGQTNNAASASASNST
#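 Assay system: GST-tagged human GSK3beta kinase, cell-free; Input: 1.6 ng GSK3beta; Medium: Tris/MgCl2 kinase buffer; Timing: 60 min enzyme reaction, room temperature; Signal: ADP-Glo luminescence quantifying ADP generated by kinase; Evaluation: score relative to plate controls; Benchmarks: DMSO neutral wells and GW8510 at 20 µM as positive.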
# HIF activator: HIF pathway transcriptional activation; AID 1910; U2OS HRE-luciferase reporter, luminescence; normalized: DMSO 0%, desferrioxamine 100%; activation, % at 7.5 µM (by protocol); 0.32% of 300,000 active;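 active = mean activation of at least 10% of the iron chelator positive control signal, with at least half of replicates also reaching 10%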
# GSK3A inh: blocks human GSK-3 alpha kinase; ADP-Glo luminescence, 60 min; inhibition, % at 10 µM; 0.1% of 320,000 active; P49840; AID 2650;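 in the data active = inhibition above about 50%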;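 note: GST-tagged GSK-3 alpha with peptide substrate and 25 µM ATP; 0% = DMSO neutral wells and 100% = GW8510 positive control wells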
# Target sequence (P49840 whole entry, looked up): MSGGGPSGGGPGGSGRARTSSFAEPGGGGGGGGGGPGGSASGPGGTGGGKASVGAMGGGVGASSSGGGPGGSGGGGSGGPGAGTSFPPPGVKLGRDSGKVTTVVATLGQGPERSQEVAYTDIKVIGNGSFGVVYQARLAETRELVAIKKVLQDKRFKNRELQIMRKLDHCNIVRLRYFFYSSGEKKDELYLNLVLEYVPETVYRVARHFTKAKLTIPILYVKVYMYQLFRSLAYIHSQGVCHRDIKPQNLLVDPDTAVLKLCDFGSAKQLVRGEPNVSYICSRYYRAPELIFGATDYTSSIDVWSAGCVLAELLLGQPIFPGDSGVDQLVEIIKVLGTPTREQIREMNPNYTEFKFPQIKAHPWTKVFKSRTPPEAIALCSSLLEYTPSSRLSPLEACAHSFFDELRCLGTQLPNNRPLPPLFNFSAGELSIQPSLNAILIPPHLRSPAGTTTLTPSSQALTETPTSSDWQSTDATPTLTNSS
# aSyn UTR inh: 5' untranslated region of α-synuclein, MLPCN primary screen | 0.82% of 300,000 active | inhibition, % (tested at 7.5 µM) | alpha-synuclein 5'UTR reporter, inhibitor activity | AID 1813; in the data active = inhibition above about 60%;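 note: H4 neuroglioblastoma cells stably carrying SNCA 5'UTR luciferase fusion; 0% = DMSO wells and 100% = positive control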
# HSP90 inh: HSP90 refolding inhibition in rabbit reticulocyte lysate; 0.91% of 290,000 active; AID 1789; luciferase refolding luminescence, 3 h; inhibition, % at 5.6 µM;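 active = inhibition above the screen-wide mean plus 3 SD, computed separately per campaign, cut at about 16% in these data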;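 note: 0% = DMSO wells and 100% = 60 µM geldanamycin wells; inhibitors lower the luminescence because luciferase stays unfolded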
# HSF1 inhib: HSF1 inhibition; AID 2098; NIH3T3-HGL HSE-luciferase, MG132-induced, luminescence 8 h; active compounds read low; 0.77% of 300,000 active; activity change, negative = inhibition, % at 7.5 µM (by protocol);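 active = more than half of replicate wells show activity change below -50%, luminescence cut by over half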;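 note: luciferase reports HSF-1 transcriptional activity via heat shock element; 0% = median of DMSO wells and -100% = zero luminescence signal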
# KLF5 inhibitor: suppresses KLF5 promoter-driven expression; 0.23% of 290,000 active; inhibition, % at 5 µM; DLD-1 KLF5 promoter-luciferase reporter, luminescence;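 active = inhibition above a per-plate limit of that plate's mean compound inhibition plus 3 SD, cut at about 60% in these data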;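 note: 0% = DMSO wells and 100% = LY294002 at 200 µM; higher means less KLF5 promoter-driven luciferase light; inactives centre near -14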
# HSF-1 act: increases HSF-1 driven luciferase reporter signal; NIH3T3-HGL HSF-1 luciferase reporter, MG132, 8 h; 100% = twice DMSO control signal; activation, % at 9 µM; 1.7% of 300,000 active; AID 504408;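 active = mean replicate activation of at least 50% with a set share of replicates each reaching 50%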;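 note: 0% = median of the neutral control wells and 100% = twice that signal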
# IEC-6 tox: counter-screen for KLF5 inhibitors: cytotoxicity in IEC-6 cells | IEC-6 cytotoxicity, luminescence viability | inhibition, % at 5 µM | 0.78% of 290,000 active; in the data active = inhibition above about 22%;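 note: 0% = plate median of test compound wells and 100% = cytotoxic reference compound wells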
# AI-2 QS mod: modulators of Vibrio harveyi AI-2 quorum sensing system. Vibrio harveyi JMH597 AI-2 luminescence/OD600 ratio, 9 h; active compounds read low; strain lacks LuxN and CqsS sensors; 0 = neutral-control median. activity change, % at 7.5 µM. 0.4% of 300,000 active; in the data active = activity change below about -75%, passing the limit was not always enough;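 note: luminescence divided by OD600 gain over 9 h not by final OD600 alone; inactives centre near 13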
# Numbers without * were called inactive; · = no result given.
SMILES,GSK3B inh,HIF activator,GSK3A inh,aSyn UTR inh,HSP90 inh,HSF1 inhib,KLF5 inhibitor,HSF-1 act,IEC-6 tox,AI-2 QS mod
COc1ccc(OC)c(C2NC(=O)N(C)C(C)=C2C(=O)OCc2ccccc2)c1 (stereo unspecified),-3,0.0,1,26,5,-6,-9,-10,4,14
CS(=O)(=O)Nc1ccccc1C(=O)Nc1cccc(Cl)c1,-3,-0.3,-5,4,-1,6,1,-6,4,25
CCn1c(=O)c(C(=O)NC(C)c2ccccc2)c(O)c2ccccc21 (stereo unspecified),-1,-2.9,-1,7,-3,0,-25,-11,-4,4
COc1cccc(-c2nnc(SCC(=O)Nc3ccc(OC)c(OC)c3)n2N)c1,-3,0.3,4,-7,3,-1,-11,-3,-5,16
CCN(CC)S(=O)(=O)c1ccc(N2CCOCC2)c(NC(=O)c2cc3ccccc3oc2=O)c1,2,-0.1,-2,-58,-2,27,-18,69*,2,28
CCOc1ccc(NC(=O)CCNS(=O)(=O)c2ccc3c(c2)CCC(=O)N3)cc1,0,0.5,-3,-23,2,-4,-14,-5,-1,17
COc1cccc(-c2nc(CC(=O)O)cs2)c1OC,-6,-0.1,-3,4,-4,10,-25,3,0,6
CCOC(=O)c1ccc(NC(=O)CCc2nnc3ccc(N4CCCC4)nn23)cc1,2,0.3,2,-2,1,-8,-27,-23,-6,30
Cc1ccc(NC(=O)C2(S(=O)(=O)c3ccc(Cl)cc3)CC2)c(Br)c1,1,-0.4,0,-4,0,-1,-17,17,0,4
CCc1cccc(C)c1NC(=O)COC(=O)CNS(=O)(=O)/C=C/c1ccccc1,5,-0.3,-1,9,2,0,-8,7,7,13
CCCNC(=S)NNC(=O)c1cc(C2CC2)nc2ccccc12,0,-0.2,-17,9,4,5,-14,20,-15,17
NC(=O)CSc1nnc(Cc2cccs2)n1C1CCCCC1,4,0.1,0,-2,2,·,-13,·,1,7
CCN(CC)S(=O)(=O)c1cccc(C(=O)OCC(=O)c2ccc3c(c2)OCCO3)c1,0,1.1,-2,4,4,17,1,25,0,19
CC(=O)Nc1ccc(C(=O)CN2CCN(c3ccccc3)CC2)cc1,·,-0.5,-2,-15,1,0,-39,-2,-2,·
Cc1nnc2n1N=CC=C(c1ccccc1)S2,-1,-1.1,0,-94,2,30,3,47,3,-16
Cc1ccccc1/C=C/C(=O)N1CCOCC1,2,0.8,5,-44,2,3,-7,0,3,37
N#C/C(=C\c1cn(CCOc2ccccc2)c2ccccc12)C(=O)NCC1CCCO1 (stereo unspecified),-3,0.8,-4,2,6,18,17,26,3,21
CCCC(=O)Nc1ccc(N2CCN(C(=O)c3ccccc3C)CC2)cc1,-6,0.4,0,35,-3,-15,-47,-30,2,21
NC(=O)c1c(NC(=O)c2ccccc2)sc2c1CCCC2,-2,4.3,-1,-148,-1,7,-190,28,7,9
C[C@@H](C(=O)Nc1ccc2ccccc2c1)[C@H]1C[C@]1(C)[C@H](NS(=O)(=O)c1ccc(-c2ccccc2)cc1)c1ccccc1,·,·,10,·,-3,·,-34,·,-6,·
S=c1[nH]nc(-c2c[nH]c3ccccc23)o1,0,0.3,2,21,4,-1,-14,-13,7,0
Cc1cc(NC(=O)COC(=O)COc2ccc(C(=O)c3ccccc3)cc2)no1,-4,-0.3,-4,13,-3,5,-25,44,2,11
Cc1ccc(-c2nn(Cc3ccccc3)cc2/C=C/C(=O)O)cc1C,0,0.0,0,-17,2,2,-12,-1,3,18
C=CCn1c(C)cc(-c2csc(NC(=O)C3=COCCO3)n2)c1C,0,0.1,-2,-89,·,-1,·,-3,·,8
Clc1ccc(CSc2nnc(-c3c[nH]c4ccccc34)o2)cc1,-3,0.0,0,20,1,9,-14,21,0,-77*
O=C(NN1C(=O)C2CC=C(Cl)CC2C1=O)c1ccncc1 (stereo unspecified),-7,0.9,-1,19,0,2,-26,2,0,20
COCCNC(=O)c1ccccc1NC(=O)Nc1ccccc1,3,-0.3,-1,-18,-3,2,-13,10,-3,15
O=C(NCc1ccccc1)C12CC3CC(CC(Cl)(C3)C1)C2,3,-0.9,-5,-14,3,6,-6,7,-1,20
O=C(NCc1cccnc1)c1ccc(Cn2c(=S)[nH]c3ccc(Br)cc3c2=O)cc1,0,0.1,0,8,2,7,7,15,1,11
Cc1ccc2c(Cl)cc(Cl)c(OCC(=O)Nc3cc(S(=O)(=O)N(C)C)ccc3C)c2n1,-1,-0.5,-4,11,9,3,4,-2,8,10
CC1=C(C(=O)Nc2ccc(C)cc2)C(c2ccc(N(C)C)cc2)NC(=O)N1 (stereo unspecified),-1,0.0,1,23,4,-6,8,-3,-1,27
O=C(CN1CCCCC1)Nc1nc(-c2ccccc2)cs1,-3,2.1,-1,-77,-7,9,-99,11,10,-5
CN(C(=O)CS(=O)(=O)Cc1ccccc1Cl)c1ccccc1,3,-0.3,3,15,5,-6,-4,2,3,10
COC(=O)CN(C#N)c1nc(NC(C)C)nc(NC(C)C)n1,3,0.2,15,-2,3,11,-4,16,-5,29
Cc1ccc(SCCNC(=O)/C=C/c2cccc([N+](=O)[O-])c2)cc1,-1,-0.4,-1,-2,-6,-2,5,-30,-8,25
CNC(=O)CN(c1ccc(Oc2ccccc2)cc1)S(=O)(=O)c1ccc(C)cc1,-3,0.0,0,16,2,6,-33,3,0,12
CN(C)c1nc2c(c(=O)n(C)c(=O)n2C)n1Cc1ccccc1,1,-0.3,-4,16,-3,7,-22,2,-8,0
O=C(CCCc1ccccc1)N1CCN(c2ccc([N+](=O)[O-])cc2)CC1,10,0.3,3,-5,-3,2,18,-4,-11,13
COc1ccc(Nc2nc(S(=O)(=O)c3ccc(C)cc3)c(Cl)s2)cc1,1,-0.1,-2,-5,2,0,-21,34,-6,19
N=c1n(CCO)c2ccccc2n1Cc1ccc(Cl)cc1,0,0.0,1,5,-1,-1,-16,0,-4,61

# Eleven successive compounds out of the list so far, for reference:
SMILES,GSK3B inh,HIF activator,GSK3A inh,aSyn UTR inh,HSP90 inh,HSF1 inhib,KLF5 inhibitor,HSF-1 act,IEC-6 tox,AI-2 QS mod
Cc1ccc2c(Cl)cc(Cl)c(OCC(=O)Nc3cc(S(=O)(=O)N(C)C)ccc3C)c2n1,-1,-0.5,-4,11,9,3,4,-2,8,10
CC1=C(C(=O)Nc2ccc(C)cc2)C(c2ccc(N(C)C)cc2)NC(=O)N1 (stereo unspecified),-1,0.0,1,23,4,-6,8,-3,-1,27
O=C(CN1CCCCC1)Nc1nc(-c2ccccc2)cs1,-3,2.1,-1,-77,-7,9,-99,11,10,-5
CN(C(=O)CS(=O)(=O)Cc1ccccc1Cl)c1ccccc1,3,-0.3,3,15,5,-6,-4,2,3,10
COC(=O)CN(C#N)c1nc(NC(C)C)nc(NC(C)C)n1,3,0.2,15,-2,3,11,-4,16,-5,29
Cc1ccc(SCCNC(=O)/C=C/c2cccc([N+](=O)[O-])c2)cc1,-1,-0.4,-1,-2,-6,-2,5,-30,-8,25
CNC(=O)CN(c1ccc(Oc2ccccc2)cc1)S(=O)(=O)c1ccc(C)cc1,-3,0.0,0,16,2,6,-33,3,0,12
CN(C)c1nc2c(c(=O)n(C)c(=O)n2C)n1Cc1ccccc1,1,-0.3,-4,16,-3,7,-22,2,-8,0
O=C(CCCc1ccccc1)N1CCN(c2ccc([N+](=O)[O-])cc2)CC1,10,0.3,3,-5,-3,2,18,-4,-11,13
COc1ccc(Nc2nc(S(=O)(=O)c3ccc(C)cc3)c(Cl)s2)cc1,1,-0.1,-2,-5,2,0,-21,34,-6,19
N=c1n(CCO)c2ccccc2n1Cc1ccc(Cl)cc1,0,0.0,1,5,-1,-1,-16,0,-4,61

# Additional structures
SMILES,GSK3B inh,HIF activator,GSK3A inh,aSyn UTR inh,HSP90 inh,HSF1 inhib,KLF5 inhibitor,HSF-1 act,IEC-6 tox,AI-2 QS mod
C=CCn1c(SC(C)C#N)nc2sc(CC)cc2c1=O (stereo unspecified),-2,-0.6,0,-4,-7,0,-13,-1,-4,9
CC(C)(C)[C@@H]1C=C(C(=O)NC2CC2)O[C@H](OCc2ccc(CO)cc2)C1,1,0.3,-6,26,8,1,7,-17,2,17
O=S(=O)(Cc1ccccc1)N1CCN(C2Cc3ccccc3C2)CC1,0,-0.2,1,5,3,1,3,22,-2,9
COc1ccc(C(=O)O/N=C/c2ccc(S(=O)(=O)c3ccc(Cl)cc3)nc2)cc1,3,-0.1,2,-15,·,-2,·,0,·,23
O=C(CN(CC1CCCO1)C(=O)CNS(=O)(=O)c1ccc(F)cc1)NCc1ccccc1 (stereo unspecified),2,-1.0,-1,8,-1,10,-15,-9,-3,2
Oc1ccc(/C=N/N=C(c2ccccc2)c2ccccc2)c(O)c1O,·,·,-1,·,2,·,-27,·,-22,·
CCOC(=O)CCc1c(C)nc(SCCN2CCCC2)c(C#N)c1C,1,-0.9,-1,9,7,-6,-9,3,-3,36
CCC(=O)Oc1cccc(C(=O)Nc2ccc(-c3nnc(-c4ccco4)o3)cc2)c1,1,2.5,-2,-227,-2,17,-95,31,-1,41
OCCCc1nc2ccccc2n1CCCCOc1ccccc1,7,-2.3,-1,14,-1,-1,-30,22,-4,12
CCCCN(C(=O)c1ccc(C)cc1)c1c(N)n(CCC)c(=O)[nH]c1=O,0,-0.3,-1,9,4,1,12,-4,-10,11
CC(OC(=O)CNC(=O)c1ccc2ccccc2c1)C(=O)NC1CCCCC1C (stereo unspecified),-3,0.7,-2,-4,-3,1,-14,6,-2,7
O=C(CN1CCC(n2nnc3ccccc32)CC1)NCc1cccs1,0,0.4,-1,-32,-4,-8,-14,0,-9,15
CC(C)C(c1nnnn1C(C)(C)C)N1CCC(Cc2ccccc2)CC1 (stereo unspecified),1,0.3,-1,35,1,2,-26,0,-4,2
CC1CCc2sc(C(=O)NCCCn3ccnc3)cc2C1 (stereo unspecified),1,-0.1,0,8,-1,-3,-24,2,-1,6
CCOC(=O)C1CCN(C(=O)c2ccc(Oc3cc(Cl)cc(Cl)c3)o2)CC1,0,0.1,-3,-2,2,-5,-28,2,0,23
COc1ccc(Cn2nc(C)n(N(C)c3ncc(C(F)(F)F)cc3Cl)c2=O)cc1,-2,-14,-2,3,0,-2,-19,-6,6,7
CCCSC1=NN2CCCC(=O)N=C2S1,-3,1.6,-3,-60,-4,6,-40,3,-3,10
